Rpn11 inh: blocks the human proteasome subunit Rpn11. O00487. human 26S proteasome, Ub4-pepOG fluorescence polarization; 20S core pre-blocked with epoxomicin. calls only at 20 µM. 360,000 tested, 0.59% active. AID 588493;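 active = inhibition at 20 µM, scaled to each plate's controls, above about 33%, limit read from the data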
Neddylation inh: cullin neddylation inhibition | TR-FRET cullin neddylation, biochemical | calls only at 25 µM | P61081+Q13564 | 360,000 tested, 0.58% active; in the data active = inhibition above about 36%
STEP inh: inhibitors of human striatal-enriched phosphatase STEP | P54829 | recombinant STEP, OMFP fluorogenic substrate, fluorescence | inhibition, % at 20 µM | 360,000 tested, 0.25% active | AID 588621;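 active = inhibition at 20 µM, scaled per plate between control wells, above about 37%, limit read from the data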;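 note: 0% = DMSO with enzyme and substrate and 100% = substrate only without enzyme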
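Assay system: isolated STEP enzyme / Timing: 20 min at room temperature, dark / Doses: 20 µM, 1% DMSO / Technique: fluorescence intensity, excitation 480 nm, emission 540 nm / Reagent: fluorogenic phosphatase substrate OMFP at 25 µM final / Measure: percent inhibition scaled to no-enzyme and uninhibited-enzyme controls, plate-pattern corrected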
CSN deneddyl inh: blocks human CSN-mediated cullin deneddylation. Q92905. Purified CSN, SCF-Nedd8-OG deneddylation, fluorescence polarization. inhibition, % at 12.5 µM. 360,000 tested, 0.38% active. AID 651999;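 active = pattern-corrected inhibition above about 35%, with an unprinted fluorescence ratio check between 0.5 and 1.5, limit read from the data, passing the limit was not always enough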;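 note: 0% = enzyme with substrate and 100% = substrate without enzyme; some results filed as inactive read as strong as hits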
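Test system: purified human Csn5 enzyme expressed in HEK293T cells. Amount: 0.24 nM enzyme. Reagent: SCFSkp2-Nedd8OG substrate at 10 nM final. Schedule: 90 min incubation of compound, enzyme and substrate at room temperature. Detection: fluorescence polarization. Read-out: % inhibition of substrate cleavage by Csn5.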
DNMT1 inh: inhibitors of human DNMT1 | P26358 | DNMT1 molecular beacon, Hinp1I cleavage, fluorescence | inhibition (reported as % activation of signal), % at 10 µM | 360,000 tested, 0.83% active | AID 588458; in the data active = inhibition above about 50%
Rin1 Abl inh: blocks binding of human Rin1 to Abl. inhibition, % at 7.35 µM. TR-FRET Rin1/Abl binding, biochemical. 360,000 tested, 0.4% active; in the data active = inhibition above about 5%, passing the limit was not always enough
Target sequence (P00519 whole entry, looked up): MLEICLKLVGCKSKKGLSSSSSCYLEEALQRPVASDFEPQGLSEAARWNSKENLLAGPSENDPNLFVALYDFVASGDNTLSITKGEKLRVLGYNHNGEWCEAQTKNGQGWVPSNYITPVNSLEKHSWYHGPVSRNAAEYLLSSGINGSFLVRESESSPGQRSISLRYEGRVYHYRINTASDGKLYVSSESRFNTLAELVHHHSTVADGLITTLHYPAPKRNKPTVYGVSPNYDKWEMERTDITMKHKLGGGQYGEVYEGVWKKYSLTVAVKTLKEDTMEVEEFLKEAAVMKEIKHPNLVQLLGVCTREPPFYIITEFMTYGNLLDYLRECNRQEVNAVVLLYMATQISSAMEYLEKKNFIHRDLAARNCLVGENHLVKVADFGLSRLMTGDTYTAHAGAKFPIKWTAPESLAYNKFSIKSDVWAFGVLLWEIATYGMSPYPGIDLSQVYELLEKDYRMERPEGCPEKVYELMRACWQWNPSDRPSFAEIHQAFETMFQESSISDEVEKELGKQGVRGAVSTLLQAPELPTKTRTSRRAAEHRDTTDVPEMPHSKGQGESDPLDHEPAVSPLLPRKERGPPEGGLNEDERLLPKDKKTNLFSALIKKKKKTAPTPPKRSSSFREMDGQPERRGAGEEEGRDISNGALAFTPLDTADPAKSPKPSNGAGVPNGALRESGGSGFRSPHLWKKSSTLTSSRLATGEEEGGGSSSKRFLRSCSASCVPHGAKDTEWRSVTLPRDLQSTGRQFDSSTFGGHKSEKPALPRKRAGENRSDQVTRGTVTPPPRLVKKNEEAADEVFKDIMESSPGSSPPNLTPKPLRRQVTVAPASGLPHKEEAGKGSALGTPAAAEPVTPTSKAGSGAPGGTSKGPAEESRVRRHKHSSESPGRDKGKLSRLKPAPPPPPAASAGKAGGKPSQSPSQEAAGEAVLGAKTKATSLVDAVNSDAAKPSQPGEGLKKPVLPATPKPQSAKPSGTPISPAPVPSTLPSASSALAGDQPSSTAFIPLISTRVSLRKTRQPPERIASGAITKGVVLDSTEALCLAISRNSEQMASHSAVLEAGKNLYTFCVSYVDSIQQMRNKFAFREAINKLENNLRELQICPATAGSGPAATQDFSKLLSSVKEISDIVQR
Target sequence (Q13671 whole entry, looked up): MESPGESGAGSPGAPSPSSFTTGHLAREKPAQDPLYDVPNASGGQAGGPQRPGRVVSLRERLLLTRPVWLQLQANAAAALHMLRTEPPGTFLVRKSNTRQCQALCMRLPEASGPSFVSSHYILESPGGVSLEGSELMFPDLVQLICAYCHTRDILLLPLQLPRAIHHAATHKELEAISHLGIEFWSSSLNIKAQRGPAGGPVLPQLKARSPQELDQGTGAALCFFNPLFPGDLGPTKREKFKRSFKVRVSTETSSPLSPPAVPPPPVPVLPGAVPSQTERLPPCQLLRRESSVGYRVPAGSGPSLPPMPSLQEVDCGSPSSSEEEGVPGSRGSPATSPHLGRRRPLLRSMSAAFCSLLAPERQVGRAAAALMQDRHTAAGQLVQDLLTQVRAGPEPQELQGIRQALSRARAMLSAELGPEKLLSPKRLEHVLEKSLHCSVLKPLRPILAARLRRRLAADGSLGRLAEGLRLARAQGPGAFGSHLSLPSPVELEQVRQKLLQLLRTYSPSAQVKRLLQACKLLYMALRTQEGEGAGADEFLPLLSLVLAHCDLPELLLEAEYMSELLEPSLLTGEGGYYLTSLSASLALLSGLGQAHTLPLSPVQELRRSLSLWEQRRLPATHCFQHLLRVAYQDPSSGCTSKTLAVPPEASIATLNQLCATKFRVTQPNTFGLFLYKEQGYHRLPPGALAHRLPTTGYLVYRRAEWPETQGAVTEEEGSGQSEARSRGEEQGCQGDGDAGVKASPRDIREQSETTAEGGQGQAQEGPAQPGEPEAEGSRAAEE
SUMO1-SIM PPI: SUMO1-SIM interaction modulation; SUMO1 binding to a labelled peptide, TR-FRET, 1 h; inhibition, % at 20 µM; 360,000 tested, 0.33% active; in the data active = inhibition above about 37%
Scp-1 inhibitor: Scp-1 (human) phosphatase inhibition | Q9GZU7 | Recombinant Scp1, phosphopeptide, malachite green phosphate absorbance | inhibition, % at 20 µM | 340,000 tested, 0.88% active | AID 493091;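 active = inhibition above about 50% at 20 µM, limit read from the data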;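 note: plate controls were DMSO wells with enzyme for no effect and wells lacking enzyme for full effect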
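Test system: SCP-1 catalytic domain; Buffer or medium: Acidic Tris acetate buffer with magnesium and detergent; Also added: Phosphorylated 17-residue peptide substrate; Compound: single 20 µM dose, 1% DMSO; Schedule: enzyme reaction 45 min at room temperature, colour 5 min, stabilisation 30 min; Signal: Phosphate-binding colour reagent, absorbance read at 630 nm.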
LMPTP block: blocks human LMPTP phosphatase. 360,000 tested, 0.22% active. P24666. recombinant LMPTP-A, OMFP fluorogenic substrate, fluorescence intensity. AID 651560. inhibition, % at 20 µM;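 active = compounds that cut the enzyme signal by at least half of the control window in the single-dose screen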;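 note: plate controls were DMSO wells with enzyme plus substrate for no effect and substrate without enzyme for full effect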
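material = LMPTP-A | quantity = 0.625 nM enzyme | reagent = OMFP substrate, 400 µM final | buffer or medium = Bis-Tris pH 6.0, DTT, detergent | detection = endpoint fluorescence intensity from OMFP dephosphorylation | dosing = single 20 µM dose | read-out basis = % inhibition relative to no-enzyme and uninhibited control wells | control set = no-enzyme and uninhibited controls | timing = 50 min at room temperature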
NadD inh: inhibitors of Staphylococcus aureus NadD. 360,000 tested, 0.78% active. purified NadD enzyme, colorimetric absorbance read-out. inhibition, % at 20 µM; in the data active = inhibition above about 26%; note: some compounds past the cut are filed as inactive
An asterisk follows results filed as active; i = inactive; . = not tested or not shown; + = active, no number.

Preview:
SMILES	Rpn11 inh	Neddylation inh	STEP inh	CSN deneddyl inh	DNMT1 inh	Rin1 Abl inh	SUMO1-SIM PPI	Scp-1 inhibitor	LMPTP block	NadD inh
CS(=O)(=O)c1cnc2c(-c3ccc(F)cc3)cnn2c1N	i	.	-1	1	1	0	5	-8	-1.6	3
COc1ccccc1NS(=O)(=O)c1cccc(C(=O)N(C)Cc2cccs2)c1	i	i	0	4	0	0	3	-12	1.7	-1
CS(=O)(=O)N(CCc1ccccc1)CC(=O)N1CCN(c2ccc(F)cc2)CC1	i	i	-2	0	-3	-3	1	-5	0.8	3
CCCCSc1nc(C)c(CC(=O)OC)c(=O)[nH]1	i	i	0	-4	4	0	0	1	-0.7	1
Clc1ccc(-c2cn3nc4c(nc3n2)CCCC4)cc1	i	i	0	2	-23	-5	-6	1	0.6	9
CCN(C(=O)c1c(-c2ccccc2Cl)noc1C)C1CCCCC1	i	i	-3	0	1	-1	19	-5	-1.0	-8
Cc1ccc(-c2ccc(=O)n(Cc3cc(C)ccc3C)n2)cc1	i	i	0	-1	3	-1	-8	-9	2.6	-8
CCCCC(=O)Nc1ccc(C(=O)Nc2ccc(S(=O)(=O)Nc3ccc(C)cc3)cc2)cc1	i	i	-2	0	2	-2	3	-4	-0.2	-3
CCOC(=O)c1ccccc1NC(=O)C1CCCO1 (stereo not given)	i	i	1	-6	0	-1	0	13	-1.6	2
CCN1CCN(CCC(=O)Nc2ccccc2)CC1	i	i	-2	-1	0	1	-1	6	-3.5	1

The listing, from the start:
SMILES	Rpn11 inh	Neddylation inh	STEP inh	CSN deneddyl inh	DNMT1 inh	Rin1 Abl inh	SUMO1-SIM PPI	Scp-1 inhibitor	LMPTP block	NadD inh
CS(=O)(=O)c1cnc2c(-c3ccc(F)cc3)cnn2c1N	i	.	-1	1	1	0	5	-8	-1.6	3
COc1ccccc1NS(=O)(=O)c1cccc(C(=O)N(C)Cc2cccs2)c1	i	i	0	4	0	0	3	-12	1.7	-1
CS(=O)(=O)N(CCc1ccccc1)CC(=O)N1CCN(c2ccc(F)cc2)CC1	i	i	-2	0	-3	-3	1	-5	0.8	3
CCCCSc1nc(C)c(CC(=O)OC)c(=O)[nH]1	i	i	0	-4	4	0	0	1	-0.7	1
Clc1ccc(-c2cn3nc4c(nc3n2)CCCC4)cc1	i	i	0	2	-23	-5	-6	1	0.6	9
CCN(C(=O)c1c(-c2ccccc2Cl)noc1C)C1CCCCC1	i	i	-3	0	1	-1	19	-5	-1.0	-8
Cc1ccc(-c2ccc(=O)n(Cc3cc(C)ccc3C)n2)cc1	i	i	0	-1	3	-1	-8	-9	2.6	-8
CCCCC(=O)Nc1ccc(C(=O)Nc2ccc(S(=O)(=O)Nc3ccc(C)cc3)cc2)cc1	i	i	-2	0	2	-2	3	-4	-0.2	-3
CCOC(=O)c1ccccc1NC(=O)C1CCCO1 (stereo not given)	i	i	1	-6	0	-1	0	13	-1.6	2
CCN1CCN(CCC(=O)Nc2ccccc2)CC1	i	i	-2	-1	0	1	-1	6	-3.5	1
CCOC(=O)C1(Cc2cccc(F)c2)CCN(C2CCOCC2)CC1	i	i	-1	1	-2	5	0	-7	-0.9	-4
O=C(COC(=O)c1ccccc1SCC(=O)N1CCCC1)Nc1ccc(OC(F)F)cc1	i	i	-2	22	-5	2	0	-6	0.0	-4
C[C@@]12C(=O)Nc3ccc(F)cc3C(=O)N1[C@H]1c3cc(Cl)ccc3OC[C@@H]1[C@@H]2c1ccccc1	i	i	2	-3	-6	1	-5	-10	2.5	8
O=C(Nc1ccccc1)c1ccccc1NC(=O)C(F)(F)F	i	i	0	1	-1	3	-1	-6	1.6	-5
Fc1ccc(NCc2nnc3n2CCCCC3)cc1	i	i	-1	6	3	2	-1	-5	-0.8	-9
COc1ccc(-c2ccc(SCC(=O)N3CCOCC3)nn2)cc1	i	i	-4	2	-1	2	-1	-3	0.1	-2
COc1ccccc1C1CCN(c2ccc([N+](=O)[O-])cn2)CC1	i	i	4	1	0	0	0	7	2.5	6
Cc1cc(C)n(-c2cc(N3CCN(C(=O)c4ccc(C(C)(C)C)cc4)CC3)ccc2[N+](=O)[O-])n1	i	i	-1	3	-9	1	-25	8	3.8	16
COc1cccc(NC(=O)C2(C)CCN2C(=O)CCC2CCCC2)c1 (stereo not given)	i	i	1	0	0	2	-5	.	0.0	-5
CC[C@H]1c2[nH]c3ccc(C(C)C)cc3c2[C@@H]2CCN3C(=O)CCC[C@H]1[C@H]23	i	i	-1	-4	-5	-1	4	-4	1.7	3
Cc1ccc(/C=N/NC(=O)c2ccoc2C)o1	i	i	-4	-10	5	2	0	-3	-2.0	-1
CC(=O)NC1C(=O)N(CCN2CCOCC2)c2ccc(F)cc21 (stereo not given)	i	i	-8	0	-2	3	9	-4	-1.0	9
CC1CN(C(=O)COc2coc(CN3CCc4ccccc4C3)cc2=O)CC(C)O1 (stereo not given)	i	i	0	0	0	2	0	-3	-1.0	6
COC(=O)c1ccc(/C=C2\SC(=S)N(CCCC(=O)NCCCN3CCOCC3)C2=O)cc1	i	i	4	5	0	0	-36	-1	-2.2	-5
CCOC(=O)C1CCCN(C(=O)c2cncc(Br)c2)CC1 (stereo not given)	i	i	-1	1	6	-1	-5	.	-2.1	3
Cc1ccsc1/C=C1/SC(=O)N(CC(=O)N2CCOCC2)C1=O	i	i	-3	2	-4	-4	-27	-6	0.1	-2
Cc1ccc(NC(=O)/C(=C\c2ccc3c(c2)OCO3)NC(=O)c2ccco2)cc1	i	i	-1	1	-3	2	-5	-5	-1.1	0
CC(C)(C)OC(=O)NCCCC[C@H](NC(=O)c1[nH]cnc1C(=O)Nc1ccc(Cl)cc1)C(=O)OC(C)(C)C	i	i	0	-5	-20	4	3	4	2.6	18
O=C1C(Cl)=C(N2CCCCC2)C(=O)N1c1ccccc1	i	i	17	5	8	0	2	-4	1.4	0
COc1cccc(-c2nn(C)c3sc(C(=O)NCc4ccccn4)cc23)c1	i	.	2	-4	-2	1	6	1	2.1	-6
Cc1cc(C)c(NC(=O)CN(C)CC(=O)N(C)CC(=O)Nc2c(Cl)cccc2Cl)c(C)c1	i	i	-1	-4	3	-1	-1	6	-0.6	3
CCOc1ccc(CN2CCN(Cc3cccn3-c3cccnc3)CC2CCO)cc1 (stereo not given)	i	i	1	-1	-4	0	4	-2	0.3	-4
CC(Oc1ccccc1)C(=O)OCC(=O)N1CC(=O)Nc2ccccc21 (stereo not given)	i	i	-3	-2	-2	2	0	-5	-0.1	-3
Cc1ccc(CS(=O)(=O)CC(C)(O)c2ccccc2)cc1 (stereo not given)	i	i	-2	5	-2	0	6	-5	-1.1	-3
CCCCOC(=O)c1ccc(OC(=O)N2CCOCC2)cc1	i	i	0	-6	-1	4	0	-5	-1.1	-3
Cc1ccc(C)c(/C=N/n2cc(-c3ccccc3)[nH]c2=S)c1	i	i	2	-9	2	-4	-6	1	2.5	6
CC1Cc2ccccc2N1C(=O)CSc1nc2ccccc2n1CC(=O)N1CCOCC1 (stereo not given)	i	i	2	-1	-2	-1	4	0	-1.5	-1
C[C@@H]1CN([C@@H](C)CO)C(=O)CCCn2nncc2CO[C@@H]1CN(C)C(=O)Nc1ccc2c(c1)OCO2	i	i	-2	0	1	0	4	.	-3.8	-2
CC(C)C(NS(=O)(=O)c1cccs1)C(=O)NCCN1CCN(c2ccccc2)CC1 (stereo not given)	i	i	-2	-4	-1	-3	1	-5	-1.1	-1
COc1ccc2cc(CN(CCc3ccccc3)Cc3nnnn3Cc3ccco3)c(=O)[nH]c2c1	i	i	6	14	-3	-3	7	-3	2.9	8
COc1ccc(C2C(C(=O)N3CCOCC3)CCC(=O)N2c2cc(OC)c(OC)c(OC)c2)cc1 (stereo not given)	i	i	1	-2	0	-2	5	-2	-1.5	-2
O=C(c1cccs1)c1ccc(-c2cccs2)s1	i	.	2	3	-4	-7	-19	-11	4.6	6
Cc1ccc(C(=O)NC(=C(Cl)Cl)S(=O)(=O)c2ccc(Cl)cc2)cc1	i	i	-1	6	26	2	6	-5	1.2	-7
CN(C)S(=O)(=O)c1ccc(Cl)c(NC(=O)CSc2nc3c(cc2C#N)C(=O)CC(C)(C)C3)c1	i	i	1	-4	3	-3	2	-14	-0.5	-5
CC(=O)Oc1ccc(C(=O)Nc2ccc(S(=O)(=O)NCC3CCCO3)cc2)cc1 (stereo not given)	i	i	-3	2	-1	-1	4	1	-0.4	-5
CCOC(=O)C1CCCN(C(=S)Nc2ccc(S(=O)(=O)N3CCOCC3)cc2)C1 (stereo not given)	i	i	1	2	0	1	4	-12	1.2	1
CCCCCCCC(=O)OC(CN1CCCCCC1)CN1CCCC1=O (stereo not given)	i	i	0	4	1	5	-2	-1	-1.3	-10
CCOC(=O)C1(C)CCCN(C(=O)c2cc(C)oc2C)C1 (stereo not given)	i	i	0	-7	-1	5	0	.	0.8	0
O=C(NCCc1ccccc1)C1CCCN1C(=O)Nc1ccc(Cl)cc1 (stereo not given)	i	i	1	0	0	2	4	-9	0.9	0
COc1ccc(NC(=O)c2c[nH]c(=O)n(-c3ccc(C)c(C)c3)c2=O)c(OC)c1	i	+	-7	9	30	2	43*	-10	-3.6	-2
CS(=O)(=O)N1CCc2cc(C(=O)Nc3ccccc3Cl)ccc21	i	i	-2	4	8	2	2	-7	-1.4	-3
CCCCCCn1c(SCC(C)C)nc2c1c(=O)[nH]c(=O)n2C	i	i	3	2	43	0	2	-12	-0.2	1
Cc1nc(CNS(=O)(=O)c2cc([N+](=O)[O-])ccc2C)cs1	i	i	1	-3	10	-1	-23	-1	3.5	-2
O=C(CN1C2=NCCN2c2ccccc21)c1cccs1	i	i	-8	5	3	0	0	-1	0.8	0
CCc1ccc2[nH]c(=O)c(CN(Cc3ccccc3OC)Cc3nnnn3Cc3ccco3)cc2c1	+	i	6	6	5	1	18	6	2.5	26

Assay outcomes from PubChem.
